Assay outcomes: PubChem, Sanford-Burnham Center for Chemical Genomics
Apaf-1 inh = inhibitors of human Apaf-1 apoptosome, primary screen, biochemical, DEVD-Rh110 fluorescence, uHTS; Apoptotic protease-activating factor 1 (Homo sapiens), O14727; reconstituted apoptosome caspase-3 activity; inhibition, % at 20 µM; actives 0.71% (n = 330,000); AID 489030, 2010; active = inhibition of at least 40% at 20 µM;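 note: plate controls were DMSO wells for no effect and DEVD-CHO caspase inhibitor wells for full effect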
Target sequence (O14727 whole entry, looked up): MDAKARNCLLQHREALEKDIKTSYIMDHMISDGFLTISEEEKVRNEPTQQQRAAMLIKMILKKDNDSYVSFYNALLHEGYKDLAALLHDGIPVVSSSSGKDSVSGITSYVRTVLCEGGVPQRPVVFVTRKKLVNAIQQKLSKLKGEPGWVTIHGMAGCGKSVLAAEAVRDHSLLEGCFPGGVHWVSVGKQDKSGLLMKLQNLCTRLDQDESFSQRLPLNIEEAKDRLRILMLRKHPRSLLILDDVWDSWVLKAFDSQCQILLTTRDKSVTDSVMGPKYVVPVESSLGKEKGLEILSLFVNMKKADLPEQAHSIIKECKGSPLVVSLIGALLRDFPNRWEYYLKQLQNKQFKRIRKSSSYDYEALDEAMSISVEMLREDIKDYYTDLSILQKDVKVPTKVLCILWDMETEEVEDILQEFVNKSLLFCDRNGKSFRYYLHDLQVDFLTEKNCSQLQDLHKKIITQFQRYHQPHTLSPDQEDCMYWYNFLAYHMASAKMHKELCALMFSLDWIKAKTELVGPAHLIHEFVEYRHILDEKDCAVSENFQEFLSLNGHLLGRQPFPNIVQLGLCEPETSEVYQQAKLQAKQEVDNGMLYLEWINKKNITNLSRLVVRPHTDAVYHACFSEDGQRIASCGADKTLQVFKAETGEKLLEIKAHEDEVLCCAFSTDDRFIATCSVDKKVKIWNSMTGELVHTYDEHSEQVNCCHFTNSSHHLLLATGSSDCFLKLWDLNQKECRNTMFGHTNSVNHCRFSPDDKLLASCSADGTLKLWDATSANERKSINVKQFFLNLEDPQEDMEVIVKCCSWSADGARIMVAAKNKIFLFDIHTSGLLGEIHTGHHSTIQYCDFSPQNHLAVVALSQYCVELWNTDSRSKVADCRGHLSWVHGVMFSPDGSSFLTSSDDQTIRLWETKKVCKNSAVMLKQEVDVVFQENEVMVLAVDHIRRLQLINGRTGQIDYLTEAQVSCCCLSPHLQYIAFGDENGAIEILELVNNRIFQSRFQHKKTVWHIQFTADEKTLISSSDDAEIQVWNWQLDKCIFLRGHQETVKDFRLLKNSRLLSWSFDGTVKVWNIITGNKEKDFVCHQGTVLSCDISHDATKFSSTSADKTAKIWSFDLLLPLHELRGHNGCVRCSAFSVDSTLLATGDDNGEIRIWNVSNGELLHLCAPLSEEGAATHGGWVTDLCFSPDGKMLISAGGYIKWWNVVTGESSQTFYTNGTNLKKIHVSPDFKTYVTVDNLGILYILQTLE
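Material: reconstituted apoptosome with Apaf-1, cytochrome c, caspase-9, procaspase-3, dATP / Buffer or medium: pH 7.5 Hepes buffer with CHAPS, BSA, DTT / Also added: cytochrome c with DEVD-Rh110 / Schedule: compound with Apaf-1, dATP, procaspase-3 30 min, then 50 min reaction, room temperature / Technique: rhodamine 110 fluorescence at Ex 480/Em 540 nm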
SENP1 inh = human SENP1 catalytic domain inhibitors, primary screen, biochemical, FRET, uHTS. Sentrin-specific protease 1 (Homo sapiens), Q9P0U3. recombinant SENP1 catalytic domain, CyPet-SUMO1-YPet FRET cleavage. inhibition, % at 10 µM. actives 0.21% (n = 360,000). AID 624204, 2012;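 active = inhibition at least 30% at 10 µM, raw YFP signal under a set limit, fluorescence ratio 0.5 to 1.5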;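 note: 0% = enzyme with DMSO and 100% = no enzyme wells; some results filed as inactive read as strong as hits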
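System: Recombinant human SENP1 catalytic domain, His6-tagged | Incubation: Enzyme reaction for 50 min at room temperature, dark | Medium: Tris pH 8 with BME, BSA, NP40 and catalase | Also added: 25 nM SUMO1 FRET substrate | Compound: 10 µM single point, 0.5% DMSO | Measured by: FRET fluorescence in CFP and YFP emission channels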
SENP8 block-1 = human SENP8 protease inhibitors, primary screen, biochemical, fluorescence, Nedd8 protein substrate, uHTS; Sentrin-specific protease 8 (Homo sapiens), Q96LD8; recombinant SENP8; inhibition, % at 20 µM; actives 0.64% (n = 360,000); AID 602440, 2012; in the data active = inhibition mostly above about 40%, no sharp cut-off; inactive = mostly below about 27%
PfGluPho inh = PfG6PD enzyme inhibitors, primary screen, biochemical, fluorescence intensity, uHTS; PfGluPho enzyme, NADPH resazurin-diaphorase fluorescence; inhibition, % at 20 µM; glucose-6-phosphate dehydrogenase-6-phosphogluconolactonase (Plasmodium falciparum 3D7); actives 0.78% (n = 350,000);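 active = inhibition reaching at least a set limit at 20 µM in the primary screen, cut at about 59% in these data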;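 note: 0% = DMSO wells with substrate and 100% = DMSO wells lacking glucose-6-phosphate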
SENP8 block-2 = SENP8 protease inhibitors, primary screen, biochemical, luminescence. actives 1.2% (n = 330,000). purified SENP8, Z-RLRGG-aminoluciferin cleavage. inhibition, % at 10 µM. Sentrin-specific protease 8 (Homo sapiens), Q96LD8. AID 2540, 2010; in the data active = inhibition above about 50%
SENP7 inh = SENP7 protease inhibitors, primary screen, biochemical, luminescence, uHTS. AID 434973, 2010. inhibition, % at 5 µM. Sentrin-specific protease 7 (Homo sapiens), Q9BQF6. recombinant SENP7, Z-RLRGG-aminoluciferin luminescence, 40 min. actives 1.5% (n = 330,000);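 active = inhibition above about 50% at the single test dose, limit read from the data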;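 note: plate controls were DMSO with enzyme for no effect and no enzyme buffer wells for full effect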
HKDC1 inhibitor = HKDC1 hexokinase inhibitors, primary screen, biochemical, fluorescence, uHTS; Q2TB90; recombinant HKDC1, G6PDH/diaphorase resazurin coupled fluorescence; inhibition, % at 20 µM; actives 0.16% (n = 340,000);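 active = inhibition above about 35% when tested at 20 µM, limit read from the data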;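 note: plate controls were DMSO wells with enzyme for no effect and DMSO wells lacking enzyme for full effect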
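Material – in-house recombinant HK5 (HKDC1) enzyme · Quantity – HKDC1 at 5 µg/mL · Buffer or medium – pH 8.0 Tris buffer with 10 mM MgCl2 · Reagent – glucose with 1 mM ATP · Dosing – single 20 µM dose · Times – reaction time 90 min, room temperature, protected from light · Technique – resorufin fluorescence at 613 nm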
SENP6 inh = SENP6 protease inhibitors, primary screen, biochemical, luminescence, uHTS; Sentrin-specific protease 6 (Homo sapiens), Q9GZR1; Recombinant SENP6 catalytic domain, aminoluciferin luminescence; inhibition, % at 10 µM; actives 1.8% (n = 330,000); AID 2599, 2010;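 active = inhibition above about 50% at the single tested dose, limit read from the data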;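 note: plate controls were DMSO wells with enzyme for no effect and DMSO wells lacking enzyme for full effect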
NLRP3 yeast inh = NALP3 inflammasome inhibitors in reconstituted yeast, primary screen, luminescence, uHTS; Yeast reconstituted NLRP3/ASC/caspase-1, beta-gal luminescence, 24 h; inhibition, % at 10 µM; actives 0.39% (n = 330,000); AID 2825, 2010;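 active = inhibition of 50% or more; inactive = inhibition below 50%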;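 note: plate controls were induced DMSO wells for no effect and uninduced yeast grown without galactose for full effect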
An asterisk follows results filed as active; · = no result given.

Sample of the layout, two compounds:
canonical_smiles	Apaf-1 inh	SENP1 inh	SENP8 block-1	PfGluPho inh	SENP8 block-2	SENP7 inh	HKDC1 inhibitor	SENP6 inh	NLRP3 yeast inh
Cc1ccc(Cn2nnc3c(=O)[nH]c(C4CCN(S(=O)(=O)c5ccccc5)CC4)nc32)cc1	22.6	1.5	8.6	-15.1	-5.4	-7.0	14.1	-9.5	7.0
O=C(O)CSc1c[nH]c2ccccc12	5.0	-0.1	7.0	2.1	4.3	4.9	-0.7	5.1	3.1

The list itself, previewed entries included:
canonical_smiles	Apaf-1 inh	SENP1 inh	SENP8 block-1	PfGluPho inh	SENP8 block-2	SENP7 inh	HKDC1 inhibitor	SENP6 inh	NLRP3 yeast inh
Cc1ccc(Cn2nnc3c(=O)[nH]c(C4CCN(S(=O)(=O)c5ccccc5)CC4)nc32)cc1	22.6	1.5	8.6	-15.1	-5.4	-7.0	14.1	-9.5	7.0
O=C(O)CSc1c[nH]c2ccccc12	5.0	-0.1	7.0	2.1	4.3	4.9	-0.7	5.1	3.1
Cc1cccc(N/C=C/C(=C(C#N)C#N)N(C)C)c1	-9.4	-2.1	8.8	-2.3	-4.4	17.3	-3.7	-4.2	17.6
COc1ccc(C)cc1NC(=O)/C=C/c1ccc(OC)c(S(=O)(=O)N2CCOCC2)c1	-2.6	-2.2	10.5	1.8	-9.2	3.3	-2.4	4.2	2.8
Cc1cccc(N2CCN(C(=O)c3c(-c4ccccc4)noc3C)CC2)c1C	20.2	0.9	0.1	8.1	4.6	0.9	1.0	4.8	6.8
CC1=CC(=O)C=C(C)C1=NOC(=O)c1cccc([N+](=O)[O-])c1	4.6	0.0	27.8	43.0	-5.7	3.1	9.5	4.5	2.4
N#Cc1ccc(OCc2cccc(S(=O)(=O)N3CCOCC3)c2)cc1	1.1	0.4	-2.1	-5.8	3.8	1.6	-6.3	5.8	13.1
CCOC(=O)c1c(C)[nH]c(C(=O)N/N=C/c2cc([N+](=O)[O-])ccc2O)c1C	19.1	-17.8	10.9	-28.5	1.5	-0.3	-22.9	-12.0	19.5
Cn1c(CC(=O)Nc2ccccc2)nnc1SCC(=O)NC1=NCCS1	-2.6	0.8	14.1	-61.6	-0.7	1.2	0.7	-6.7	17.0
COc1ccc(C(O)P(=O)(OCCC(C)C)c2ccc(N(C)C)cc2)cc1OC (stereo not drawn)	-10.8	2.9	5.1	-1.4	-1.5	-0.1	-2.8	9.4	3.5
COc1ccc(CC(=O)Nc2c(C(=O)N3CCN(c4ccccc4)CC3)oc3ccccc23)cc1OC	19.4	-3.6	8.0	17.2	-0.8	7.5	1.3	-15.6	2.1
Cc1ccccc1OCC(=O)NCCNC(=O)c1cccnc1	0.2	-3.8	6.5	5.2	0.6	5.9	-2.8	-3.0	-5.4
CCN1C(=O)[C@H]2[C@H]3CN=C(SC)N3[C@@](Cc3ccccc3)(C(=O)OC)[C@H]2C1=O	9.8	2.8	4.9	-0.7	·	-7.8	-6.4	·	·
O=C(N/N=C/c1ccccc1OC(F)F)NC1CCCCC1	1.5	0.7	23.7	14.5	-2.7	7.0	-1.1	4.9	1.8
COc1ccc(OC)c(C2CC(=O)Nc3c2c(=O)[nH]c2ncnn32)c1 (stereo not drawn)	-8.8	1.8	-4.6	-9.4	-2.1	-3.7	-0.1	-2.5	7.4
COc1ccccc1NC(=O)C(C)OC(=O)C1COc2ccccc2O1 (stereo not drawn)	-2.2	2.8	2.0	-2.9	4.1	-10.0	-1.8	0.2	-0.9
COc1ccc(N2C(=O)C3CCCN3C2=S)cc1 (stereo not drawn)	2.8	-0.5	14.5	-1.1	-0.6	2.4	-8.5	-1.9	-6.7
COCCNc1nc(N)c([N+](=O)[O-])c(NCC2CCCO2)n1 (stereo not drawn)	6.1	1.6	14.8	-14.3	-13.6	-6.2	-7.8	-26.1	8.8
COC(=O)N/N=C\c1c(C)nn(-c2ccccc2)c1Cl	-1.5	2.2	2.6	-16.6	0.6	9.5	9.7	0.7	4.3
CCOc1cccc2cc(C(=O)OCC(=O)Nc3c(C)cccc3CC)c(=O)oc12	12.4	-3.4	-52.2	-13.5	-2.1	2.1	2.1	7.0	20.2
CCOc1ccc2nc(NC(=O)CN3CCOCC3)sc2c1	-3.5	2.3	-0.4	-3.1	-7.0	-7.4	-2.8	-5.2	-2.6
Cc1cccc(Cn2c(SCCN3CCOCC3)nc3c2c(=O)n(C)c(=O)n3C)c1	-1.7	-1.0	6.9	9.4	-1.7	6.4	0.0	3.7	7.9
CCOc1cccc(SCc2noc(C(=O)NCCOC)c2C(=O)O)c1	2.8	3.4	2.3	-18.7	-0.4	6.1	-7.3	-2.7	-2.8
O=C(NCC1CCN(c2ccc(S(=O)(=O)N3CCOCC3)cc2)CC1)c1cccc(Cl)c1	-6.7	3.6	12.0	-8.0	-2.8	-2.5	-0.8	-17.5	2.9
CC(=O)c1ccc(OCC(=O)NCC(c2ccco2)N2CCCCC2)cc1 (stereo not drawn)	-43.9	-0.1	4.0	0.6	-7.2	-8.1	-10.4	-2.2	9.1
CCOC(=O)N1CCN(C(=S)NC(=O)c2c(-c3c(Cl)cccc3Cl)noc2C)CC1	-15.9	0.6	4.4	-21.6	-0.8	-1.7	-4.5	9.5	7.6
Cc1cc(C)c(C(=O)C(C)OC(=O)Cc2n[nH]c(=O)c3ccccc23)cc1C (stereo not drawn)	14.7	-0.5	-1.0	11.9	8.0	-4.8	-7.1	3.1	10.7
O=C(O)c1ccccc1CSc1nc2ccccc2[nH]1	1.5	1.7	-0.1	13.1	46.8	47.4	5.4	70.4*	13.5
CC(C)(CO)NCc1ccccc1OCC(=O)Nc1ccccc1	-16.9	1.9	7.7	0.0	0.6	5.0	-8.9	11.2	23.9
CCOC(=O)c1c(-c2ccc(C)cc2)csc1NC(=O)CCSc1nnc2ccccn12	16.6	-9.4	-306.6	23.1	-6.0	1.8	-3.0	-20.1	11.4
CCOC(=O)C1=C(N)n2c(s/c(=C\c3cccnc3)c2=O)=C(C#N)C1c1cccnc1 (stereo not drawn)	·	2.4	36.2	26.4	·	·	1.9	·	·
CC(=O)Nc1cccc(NC(=O)CS(=O)(=O)c2cn(CC(=O)N(C(C)C)C(C)C)c3ccccc23)c1	2.4	-2.6	-8.4	17.7	-7.2	8.9	-2.9	-9.1	12.7
CCN(C(=O)/C=C/c1ccc(OC)cc1)C1CCCCC1	5.9	0.3	5.5	1.5	-4.3	2.1	-1.7	2.4	28.0
CCCC(=O)Nc1ccc(C(=O)NNC(=S)NC(=O)c2ccc(Br)o2)cc1	9.3	0.4	9.4	-27.6	-2.1	0.6	-7.5	16.2	25.8
CCOC(=O)c1ccc(NC(=O)CSc2nc(N)c(NC(=O)c3ccc(Br)o3)c(=O)[nH]2)cc1	-5.6	0.1	3.0	-33.2	6.7	-6.9	2.2	4.8	15.1
Cc1ccccc1-c1nc(CS(=O)(=O)CC(=O)NC(C)c2ccccc2)c(C)o1 (stereo not drawn)	12.1	1.0	16.9	-2.7	-6.4	-5.6	-6.4	-6.6	2.7
CCN(CC(=O)Nc1ccc(NC(C)=O)cc1)C(=O)/C=C/c1ccco1	-7.1	0.4	10.4	-1.6	9.6	-1.4	-4.8	-1.3	7.0
CCCNC(=O)C(Cc1ccccc1)NS(=O)(=O)c1cccc2nsnc12 (stereo not drawn)	1.2	2.4	9.7	-9.4	-6.0	4.5	2.4	-9.5	7.1
Cc1ccc(S(=O)(=O)NCCc2ccncc2)cc1[N+](=O)[O-]	0.7	2.7	9.0	1.1	2.6	-6.1	-1.0	-13.9	8.0
O=C(Nc1cccc(O)c1)C1CC(c2c(F)cccc2Cl)=NO1 (stereo not drawn)	-2.9	0.5	8.5	1.2	-2.8	1.8	2.6	-7.6	14.1

Individual results from the entries so far:
SENP6 inh with `Cc1ccccc1-c1nc(CS(=O)(=O)CC(=O)NC(C)c2ccccc2)c(C)o1` (stereo not drawn) is entered as -6.6
SENP6 inh with `CC(=O)Nc1cccc(NC(=O)CS(=O)(=O)c2cn(CC(=O)N(C(C)C)C(C)C)c3ccccc23)c1` is entered as -9.1

Further entries:
canonical_smiles	Apaf-1 inh	SENP1 inh	SENP8 block-1	PfGluPho inh	SENP8 block-2	SENP7 inh	HKDC1 inhibitor	SENP6 inh	NLRP3 yeast inh
CCC(C)NCCOCCOc1ccccc1-c1ccccc1 (stereo not drawn)	-6.5	1.8	13.1	-5.6	-4.4	-12.4	-0.9	-8.7	38.4
Cc1ccc2c(c1)N(C(=O)CCC(=O)N1CCOCC1)CC(C)O2 (stereo not drawn)	4.6	-0.3	12.1	-2.5	-3.1	2.6	-4.7	3.4	-5.5
CN1C(=O)[C@H]2[C@@H](/C=C/c3ccccc3)N3C(=O)CN(Cc4ccc(-c5ccccc5)cc4)C(=O)[C@@]3(C)[C@H]2C1=O	34.8	-5.0	-2.0	7.3	-1.1	0.4	3.6	4.0	11.5
Cc1n[nH]c(C)c1CCCCOc1ccc([N+](=O)[O-])cc1	-2.4	-1.4	17.7	5.5	2.8	-2.8	-4.5	-3.0	14.2
CCC(CO)Oc1cc(NC(=O)c2ccc(N)cc2)c2ncn(C(C)C)c2c1 (stereo not drawn)	18.0	-0.5	-27.9	33.8	-1.2	7.7	30.7	-10.9	-14.0
CN(CC(=O)Nc1ccccc1Cl)C(=O)COC(=O)CNC(=O)c1ccc(Br)o1	-8.7	0.3	12.5	10.9	-2.0	-8.5	-2.3	-1.2	10.1
CC(=O)c1ccccc1OC(=O)CCN1C(=O)c2ccccc2C1=O	-5.3	1.1	26.7	-16.8	-1.3	6.2	-3.9	-11.9	3.8
O=C(O)CCS(=O)(=O)c1ccc(-c2ccccc2)cc1	-9.1	-0.1	18.7	-11.1	2.2	3.9	-1.2	-9.4	-2.7
Cc1csc(NC(=O)CSc2nnc(CCNC(=O)c3cccs3)n2C)n1	-8.3	0.8	5.2	5.7	-9.7	-7.7	-2.1	-9.1	24.7
CCOc1ccc(CC(=N)C2=C(O)CC(C)(C)CC2=O)cc1OCC	0.3	-1.9	7.4	5.6	-5.8	2.1	-11.2	-12.5	3.7
Cc1ccc(S(=O)(=O)N(C)Cc2nc(-c3ccncc3)no2)cc1	2.7	-3.3	19.9	6.0	-5.3	-0.8	-0.7	4.5	7.9
COc1cccc(-n2c(SCC(=O)NCc3cccs3)nc3ccccc3c2=O)c1	11.3	2.7	12.9	-6.6	-5.2	2.3	-7.5	-7.5	-7.3
